# Screening results deposited in PubChem by several laboratories.
# GPR35 antagonists: inhibition of zaprinast-stimulated GPR35 beta-arrestin translocation – imaging, U2OS, beta-arrestin-GFP, zaprinast agonist, primary screen (AID 2058); U2OS GPR35 beta-arrestin-GFP translocation imaging, zaprinast antagonism; higher % means a stronger effect; 290,000 tested, 0.052% active; one-dose inhibition, % at 10 µM; IC50 in µM for titrated hits;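 active means inhibition of at least 50% with at least 30 cells and total cytoplasm GFP at most 10,000,000; inconclusive means under 30 cells or total GFP of 10,000,000 plus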
# LYP phosphatase: inhibitors of LYP phosphatase, biochemical, fluorescence intensity, uHTS (AID 1779); recombinant LYP phosphatase, fluorescence intensity; higher % means a stronger effect; one-dose inhibition, % at 11.5 µM; IC50 in µM for titrated hits; 290,000 tested, 0.054% active; in the data active means inhibition above about 50%;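 further: plate controls were vehicle with enzyme for no effect and no enzyme for full effect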
# Salmonella PhoP GFP: inhibitors of PhoP regulon expression, primary screen, Salmonella Typhimurium, GFP reporter (AID 1863); S. Typhimurium PhoP-regulated promoter GFP reporter, 4 h; higher % means a stronger effect; inhibition, % at 50 µM, or IC50 in µM where a hit was titrated; 300,000 tested, 0.16% active;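 active means inhibition over 29.93%, a cutoff 3 SD above the screen mean, later confirmed by dose response; inconclusive means inhibition over 29.93% but no dose response follow-up; inactive means inhibition at most 29.93% or unconfirmed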;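 further: 0% = low Mg2+ inducing control and 100% = high Mg2+ repressing control; strong numbers were not always called active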
# Rac1 GTP hydrolysis: MgcRacGAP GTPase-activating activity inhibitors, confirmation, biochemical, ADP Hunter fluorescence; inhibition, % at 30 µM; hits with a dose series show IC50 in µM; MgcRacGAP-stimulated Rac1 GTP hydrolysis, ADP Hunter fluorescence; higher % means a stronger effect; GST-tagged Rac1 F28L mutant substrate; 340,000 tested, 0.6% active; AID 624330;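 active means first-screen hits whose inhibition reached a set limit at any dose in the follow-up dose series; inconclusive means inhibition above the set first-screen limit but never retested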;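 further: fluorescence reports GDP produced by GAP-driven GTP hydrolysis; strong numbers were not always called active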
# GPR55 antagonists: inhibition of LPI-stimulated GPR55 beta-arrestin translocation – imaging, U2OS, beta-arrestin-GFP, LPI agonist, primary screen (AID 2013); U2OS GPR55 beta-arrestin-GFP translocation imaging, LPI antagonism; higher % means a stronger effect; inhibition, % at 10 µM, or IC50 in µM where a hit was titrated; 290,000 tested, 0.13% active;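 active means spots per cell inhibited over 60%, with over 100 cells counted and total cytoplasm intensity under 500,000; inconclusive means wells with under 100 cells, flagged as likely toxic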;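 further: U2OS cells stably carrying GPR55 and arrestin-GFP stimulated by 5 µM LPI near EC80; imaged beta-arrestin-GFP aggregate spots per cell after agonist stimulation; plate controls were LPI-stimulated DMSO wells for no effect and DMSO wells without LPI for full effect; some results filed as inactive read as strong as hits; confirmed hits need IC50 under 10 µM and bright autofluorescent wells are also inconclusive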
# Siah-1 displacement: Siah-1 peptide-binding antagonists, primary screen, biochemical, fluorescence polarization, rhodamine-plectin, uHTS (AID 1817). displacement, % at 20 µM, or IC50 in µM where a hit was titrated. Siah-1 / rhodamine-plectin peptide fluorescence polarization; higher % means a stronger effect. 290,000 tested, 0.02% active;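 active means displacement of at least 50% at 20 µM, with a fluorescence ratio check between 0.3 and a set limit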;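 further: plate controls were Siah plus tracer with DMSO for no effect and tracer alone without Siah for full effect; strong numbers were not always called active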
# Myeloid diff 2: myeloid differentiation induction. calls only at 10 µM. 360,000 tested, 1% active. ER-HoxA9 myeloid progenitors, lysozyme-GFP differentiation, flow cytometry. AID 624256;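 active means normalized GFP-positive differentiation at or above the plate's own cutoff, the solvent-only control mean plus 3 SD; inconclusive means no clear call, values can overlap the other calls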;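 further: cells exposed to compound for four days before flow analysis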
# NTR1 agonist: agonists of NTR1, primary screen, imaging, U2OS cells, beta-arrestin-GFP, high content (AID 493036). P30989. NTR1-U2OS beta-arrestin-GFP spot imaging, agonist mode. activation, % at 20 µM. 330,000 tested, 0.17% active;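 active means activation at or above 40% of the spot to cytoplasm intensity ratio, with at least 20 cells analyzed; inconclusive means wells under 20 cells, flagged as cytotoxic or low count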;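 further: 0% = DMSO without peptide and 100% = 100 nM NTR1 peptide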
# Target sequence (P30989 whole entry, looked up): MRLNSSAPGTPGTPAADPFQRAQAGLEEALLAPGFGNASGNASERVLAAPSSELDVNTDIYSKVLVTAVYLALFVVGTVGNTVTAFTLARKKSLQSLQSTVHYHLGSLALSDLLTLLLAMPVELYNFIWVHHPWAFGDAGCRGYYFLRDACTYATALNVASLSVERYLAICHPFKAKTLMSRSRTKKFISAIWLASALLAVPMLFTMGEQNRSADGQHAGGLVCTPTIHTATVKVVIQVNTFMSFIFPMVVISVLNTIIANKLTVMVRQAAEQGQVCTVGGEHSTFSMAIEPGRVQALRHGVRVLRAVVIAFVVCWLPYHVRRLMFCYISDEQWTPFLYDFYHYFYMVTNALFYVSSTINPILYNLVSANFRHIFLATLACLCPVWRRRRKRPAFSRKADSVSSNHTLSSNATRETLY
# HIV peptide binding: inhibitors of HIV fusion peptide binding, primary screen, biochemical, uHTS, fluorescence dequenching (AID 1986); cell-free peptide binding, fluorescence dequenching, 30 min; higher % means a stronger effect; inhibition, % at 20 µM; hits with a dose series show IC50 in µM; 290,000 tested, 0.3% active; in the data active means inhibition mostly above about 52%, no sharp cut-off; inactive means mostly below about 76%; further: some results filed as inactive read as strong as hits
# NTR1 agonist cell count 20 µM: second read-out of NTR1 agonist, no call of its own (marks repeat the call); cell count; measured here: cell count, cytotoxicity flag
# Myeloid diff 2 GFP+ MAC1+ %: recorded beside Myeloid diff 2, whose call it bears; GFP+ MAC1+ double positive, %; measured here: differentiation confirmed by MAC1 staining
# The depositor's hits bear a star; i = inactive; ? = inconclusive; · = not tested or not shown.
# The opening 5 compounds, to show the layout:
No. | molecule | NTR1 agonist cell count 20 µM | GPR35 antagonists | Myeloid diff 2 GFP+ MAC1+ % | Myeloid diff 2 | Siah-1 displacement | GPR55 antagonists | Rac1 GTP hydrolysis | Salmonella PhoP GFP | HIV peptide binding | LYP phosphatase | NTR1 agonist
1 | COc1ccc(N/N=C/c2c(C(=O)O)ccc3ccccc23)cc1 | 58 | -4% | 0.2 | i | -11% | -1% | 7% | 14% | -2.5% | -5% | 5.9
2 | S=C(NCC1CCCO1)Nc1ccc(Cl)cc1Cl (configuration not stated) | 35 | -1% | 1.2 | i | 8% | 8% | 7% | -1% | 2.4% | -1% | 2.1
3 | CCN(CC)S(=O)(=O)c1ccc(C)c(NC(=O)Cc2ccc(S(=O)(=O)N3CCOCC3)s2)c1 | 48 | 2% | 1.0 | i | 3% | 14% | -1% | -8% | 2.1% | -5% | 1.0
4 | S=C(NC1CCCCC1)NC1CC2C=CC1C2 (configuration not stated) | 54 | 41% | 0.4 | i | 2% | 7% | · | -8% | -0.6% | -2% | -0.5
5 | CCCC(=O)Nc1nnc(CC(=O)OCC)s1 | 45 | -5% | 1.1 | i | 0% | 8% | 9% | 15% | -1.3% | -5% | -0.8

# The list itself, previewed entries included:
No. | molecule | NTR1 agonist cell count 20 µM | GPR35 antagonists | Myeloid diff 2 GFP+ MAC1+ % | Myeloid diff 2 | Siah-1 displacement | GPR55 antagonists | Rac1 GTP hydrolysis | Salmonella PhoP GFP | HIV peptide binding | LYP phosphatase | NTR1 agonist
1 | COc1ccc(N/N=C/c2c(C(=O)O)ccc3ccccc23)cc1 | 58 | -4% | 0.2 | i | -11% | -1% | 7% | 14% | -2.5% | -5% | 5.9
2 | S=C(NCC1CCCO1)Nc1ccc(Cl)cc1Cl (configuration not stated) | 35 | -1% | 1.2 | i | 8% | 8% | 7% | -1% | 2.4% | -1% | 2.1
3 | CCN(CC)S(=O)(=O)c1ccc(C)c(NC(=O)Cc2ccc(S(=O)(=O)N3CCOCC3)s2)c1 | 48 | 2% | 1.0 | i | 3% | 14% | -1% | -8% | 2.1% | -5% | 1.0
4 | S=C(NC1CCCCC1)NC1CC2C=CC1C2 (configuration not stated) | 54 | 41% | 0.4 | i | 2% | 7% | · | -8% | -0.6% | -2% | -0.5
5 | CCCC(=O)Nc1nnc(CC(=O)OCC)s1 | 45 | -5% | 1.1 | i | 0% | 8% | 9% | 15% | -1.3% | -5% | -0.8
6 | COC(=O)c1ccc(Nc2nc(C)cc(=O)[nH]2)cc1 | 7 | 14% | 1.0 | i | 2% | 1% | 5% | 28% | -0.3% | -1% | -1.8
7 | Cc1ccc2c(c1)c(C)c(C)n2CC(O)CN1CCCCC1C (configuration not stated) | 56 | -5% | 2.5 | i | 6% | 10% | 5% | 6% | 4.6% | -4% | -0.1
8 | Cc1cc(S(=O)(=O)N2CCCCC2CCNC(=O)C(=O)NCc2cccnc2)ccc1F (configuration not stated) | 67 | · | 0.8 | i | · | · | 4% | -2% | · | · | -0.4
9 | CC(=O)C1C(c2ccc([N+](=O)[O-])cc2)c2c(noc2C)CC1(C)O (configuration not stated) | 53 | -11% | 0.6 | i | -3% | 2% | -4% | -12% | 2.6% | -5% | -0.1
10 | O=C(CCl)Nc1cc2[nH]c(=O)[nH]c2cc1Br | 62 | -4% | 0.3 | i | 1% | -16% | 18% | 4% | -2.4% | 1% | 1.7
11 | O=C(NCCc1ccc(Cl)cc1)C1CCC(=O)N1Cc1ccc(F)cc1 (configuration not stated) | 86 | 12% | 2.0 | i | 0% | 11% | 12% | 5% | 1.0% | -2% | 1.0
12 | Cc1cc(C)n(CC(O)COc2c(C)cccc2C)n1 (configuration not stated) | 107 | -1% | 0.6 | i | 0% | 38% | 12% | 4% | 0.3% | 0% | -0.7
13 | c1ccc(-n2c(-c3ccco3)nnc2-c2ccco2)cc1 | 46 | 0% | 1.3 | i | 4% | 4% | 7% | 1% | -1.4% | -3% | 2.0
14 | NC(=O)c1ccccc1Nc1nc2nc3ccccc3c(=O)n2cc1Br | 57 | -5% | · | · | 12% | -16% | · | -3% | 2.2% | -1% | 2.3
15 | O=C(NN1C(=O)/C(=C/c2ccc(O)cc2)SC1=S)c1ccccc1O | 72 | -18% | 1.6 | i | -2% | -2% | ? | -49% | 24µM* | 8% | 2.0
16 | CCOC(=O)c1cc2ccccc2n1CC(=O)c1ccccc1 | 88 | 1% | 0.2 | i | -1% | 6% | 9% | 12% | 1.8% | -5% | 2.5
17 | Cc1cc(NC(=O)C(C)SCC(=O)N(Cc2ccccc2)c2ccccc2)no1 (configuration not stated) | 52 | · | 0.6 | i | · | · | -1% | -5% | · | · | 0.7
18 | CCOC(=O)C1CCN(C(=O)COC(=O)c2nn(C)c(=O)c3ccccc23)CC1 | 49 | · | 0.9 | i | · | · | 3% | 1% | · | · | -0.7
19 | Cc1noc(C)c1COc1cccc(C(=O)Oc2ccc3c(c2)OCO3)c1 | 59 | -17% | 2.5 | i | 4% | 2% | 10% | -8% | -2.0% | 5% | 1.4
20 | CCCCC(=O)Nc1cc2nn(-c3ccc(OC)cc3)nc2cc1C | 33 | -11% | 1.6 | i | -2% | -3% | 8% | 2% | 1.1% | -15% | 0.7
21 | CCCc1cnc(N2CCN(S(=O)(=O)c3cccs3)CC2)nc1 | 46 | -29% | 0.3 | i | -1% | -7% | · | -8% | -1.9% | -5% | 2.2
22 | CCCOc1ccc(N2C(=O)CC(N3CCC(O)(c4cccc(C(F)(F)F)c4)CC3)C2=O)cc1 (configuration not stated) | 56 | 1% | 1.0 | i | 5% | 27% | 0% | -3% | 1.8% | -4% | 1.1
23 | CCN(CC)C(=O)CSc1ncccc1-c1nc2ccccc2[nH]1 | 63 | 4% | 0.4 | i | 14% | 9% | 7% | -4% | -0.8% | 0% | 2.1
24 | COc1cc(C(=O)CSc2nncn2C)cc(OC)c1OC | 39 | 5% | 0.9 | i | -2% | 4% | 14% | -2% | -4.0% | -9% | -1.6
25 | COc1ccc(S(=O)(=O)Nc2ccc(S(=O)(=O)N3CCOCC3)cc2)cc1 | 73 | -29% | 1.3 | i | -4% | 0% | -4% | -5% | -0.4% | -10% | 1.2
26 | O=C(Nc1ccc([N+](=O)[O-])cc1)C1(c2ccccc2)CCOCC1 | 37 | 10% | 0.3 | i | -2% | 8% | 1% | -3% | -0.1% | -1% | 0.7
27 | O=C(CN(C(=O)c1csnn1)c1ccc2c(c1)OCCO2)NCc1ccccc1 | 55 | -2% | 0.8 | i | 5% | 8% | -4% | -3% | 0.2% | -3% | 2.2
28 | Cc1cc(C)n(-c2nnc(C)n2/N=C/c2ccccc2OCc2ccccc2Cl)n1 | 43 | 2% | 0.6 | i | 4% | 29% | 12% | 4% | 0.9% | 0% | 4.9
29 | CC(=O)Nc1ccc(S(=O)(=O)N2CCN(Cc3csc(C)n3)CC2)cc1 | 63 | -1% | 0.8 | i | 16% | 11% | 3% | -2% | -0.5% | -7% | 1.1
30 | CC(C)(C)c1cc(=O)n2c(C#N)c(C#N)nc2[nH]1 | 77 | 3% | 0.1 | i | 0% | -8% | 5% | -1% | -1.7% | -6% | -2.2
31 | CCOc1cc2[nH]c(=O)n(CCCCCC(=O)NC3CCCC3)c(=O)c2cc1OCC | 61 | 16% | 0.6 | i | -2% | 7% | 8% | -15% | -1.0% | -4% | 1.3
32 | O/N=C/c1ccc(OCC(O)COc2ccc(/C=N/O)cc2)cc1 | 57 | -3% | 0.9 | i | -4% | 7% | 3% | -1% | 1.3% | 0% | -0.1
33 | CCC(C(=O)NCc1cccnc1)n1nc(C)c2sc3ccccc3c2c1=O (configuration not stated) | 61 | 26% | 0.8 | i | 3% | 32% | 10% | 6% | -0.6% | -14% | -0.2
34 | CCN(C(=O)Cc1ccc(Br)cc1)C1CCCCC1 | 60 | -9% | 1.0 | i | 2% | 8% | 5% | -7% | -1.9% | -5% | 0.4
35 | O=C(O)c1ccc(COc2cccc(CO)c2)cc1 | 59 | 4% | 4.4 | i | -2% | 6% | 9% | -4% | 3.7% | -5% | -0.1
36 | O=C(NCCc1ccncc1)Nc1ccc(Cl)c(Cl)c1 | 56 | 0% | 0.3 | i | 6% | -6% | -2% | 10% | -1.0% | 4% | -0.9
37 | Cc1ccc(C2N(c3cccc(Cl)c3)C(=O)C3CCCN32)o1 (configuration not stated) | 88 | 20% | 3.0 | i | -2% | 15% | 4% | -3% | 0.8% | -6% | -1.8
38 | COc1cc(/C=C2\S/C(=N/S(=O)(=O)c3ccc(C)cc3)NC2=O)c([N+](=O)[O-])cc1OC | 77 | -7% | · | ? | -1% | -14% | 15% | 1% | 17µM* | 10% | 3.6
39 | COC(=O)c1ccc(C(c2c(N)n(Cc3ccccc3)c(=O)n(C)c2=O)N2CCOCC2)cc1 (configuration not stated) | 89 | 4% | 0.7 | i | -1% | -3% | 2% | 25% | -1.1% | -7% | -1.6
40 | CCOC(=O)CN1C(=O)COc2ccc(Cl)cc21 | 69 | 1% | 6.1 | i | 0% | 9% | 8% | -11% | 9.2% | 2% | 0.2
41 | COC(=O)c1cccc(Nc2nc3ccccc3nc2C)c1 | 38 | -8% | 0.5 | i | -4% | 17% | 12% | -3% | -1.2% | 5% | 2.9
42 | O=C(Cc1coc2ccc3ccccc3c12)NC1CCCc2ccccc21 (configuration not stated) | 55 | 12% | 0.5 | i | 0% | -1% | 6% | 2% | 1.2% | 4% | 3.5
43 | COc1ccc(S(=O)(=O)NCCc2csc(-c3cccnc3)n2)cc1 | 89 | -12% | 1.2 | i | 5% | 3% | 5% | 3% | 0.7% | -4% | 0.1
44 | O=P(OC1CCCCC1)(OC1CCCCC1)C(Nc1ccccc1)c1cccnc1 (configuration not stated) | 56 | -4% | 0.3 | i | 0% | 0% | 9% | -10% | -0.4% | 0% | 3.3
45 | O=S(=O)(c1ccc(N2CCOCC2)nc1)N1CCOCC1 | 51 | 4% | 1.1 | i | 4% | -1% | 7% | 1% | -3.2% | -12% | 1.6
